# NSD2 block = inhibitors of human NSD2, primary screen, biochemical, plate reader, single point. actives 0.07% (n = 44,000). inhibition, % at 12.5 µM. NSD2-SET H3K36me1 DELFIA fluorescence. Histone-lysine N-methyltransferase NSD2 (Homo sapiens), O96028. AID 624260, 2012; in the data active = inhibition above about 54%, passing the limit was not always enough; inconclusive = no clear call, values can overlap the other calls;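 note: inhibitors reduce the monomethyl H3K36 fluorescence signal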
# * marks the source's active call; other numbers are inactive results; u = inconclusive; & = joins results of further samples.
SMILES,NSD2 block
C[C@@H]1CN([C@H](C)CO)C(=O)c2cc(Br)cnc2O[C@@H]1CN(C)C(=O)c1ccccc1,-12.5
Cc1ccc(S(=O)(=O)N[C@@H]2CC[C@H](CC(=O)N3CCC(Cc4ccccc4)CC3)O[C@@H]2CO)cc1,3.9
O=C(NO)c1ccc(C(=O)N/N=C/c2cc(Br)cc(Br)c2O)cc1,-7.2
C[C@@H]1CN([C@H](C)CO)C(=O)c2cc(NC(=O)Nc3ccc(F)cc3)ccc2O[C@@H](C)CCCCO[C@H]1CN(C)S(=O)(=O)c1cn(C)cn1,-3.7
Cc1noc(C)c1S(=O)(=O)Nc1cccc2c1O[C@@H](CN(C)Cc1ccc(Oc3ccccc3)cc1)[C@@H](C)CN([C@@H](C)CO)C2=O,6.1
C[C@@H]1CN([C@H](C)CO)C(=O)c2cc(NC(=O)NC3CCCCC3)ccc2O[C@@H]1CN(C)Cc1ccc(C(=O)Nc2ccccc2N)cc1,11.0
COc1ccc(S(=O)(=O)N(C)C[C@@H]2Oc3c(NC(=O)CCCCCC(=O)Nc4ccccc4N)cccc3C(=O)N([C@H](C)CO)C[C@@H]2C)cc1,0.6
Cc1cccc(N=C2SCC(=O)N2c2cccc(C)c2)c1,-2.9
CN(C)C(=O)C[C@H]1C[C@@H]2c3cc(NC(=O)Nc4ccccc4)ccc3O[C@@H]2[C@@H](CO)O1,-2.2
C[C@H]1CN([C@@H](C)CO)C(=O)c2cc(NC(=O)c3ccncc3)ccc2O[C@@H]1CN(C)Cc1ccc(C(=O)Nc2ccccc2N)cc1,-0.5
C[C@@H]1CN([C@H](C)CO)C(=O)c2cccc(NC(=O)c3ccc(-c4nccs4)cc3)c2O[C@H]1CN(C)S(=O)(=O)c1ccccc1,8.2
CCCN(C)C[C@@H]1Oc2cc(-c3ccc(OC)cc3)ccc2S(=O)(=O)N([C@H](C)CO)C[C@@H]1C,-5.2
C[C@@H]1CN([C@@H](C)CO)C(=O)c2cc(NS(=O)(=O)c3ccc(F)cc3)ccc2O[C@H]1CN(C)Cc1ccc(Cl)c(Cl)c1,-6.0
C[C@@H]1CN([C@H](C)CO)C(=O)c2cccc(NC(=O)c3nc4ccccc4s3)c2O[C@@H]1CN(C)S(=O)(=O)c1cccs1,16.5
C[C@@H]1CN([C@H](C)CO)C(=O)c2cc(NC(=O)Cn3cnnn3)ccc2O[C@@H]1CN(C)C(=O)Nc1ccccc1,16.1
COc1cccc(-c2cnc3c(c2)C(=O)N([C@@H](C)CO)C[C@@H](C)[C@H](CN(C)Cc2ccncc2)O3)c1,0.5
NC(=O)NCC#Cc1ccc2c(c1)[C@]1(C(=O)N2)[C@H](c2ccccc2OCCO)N2[C@H](c3ccccc3)[C@H](c3ccccc3)OC(=O)[C@H]2[C@@H]1C(=O)NC[C@H](O)c1ccccc1,-0.4
COc1ccc(CN(C)C[C@H]2OCCCC[C@H](C)Oc3ccc(NS(=O)(=O)c4ccc(Cl)cc4)cc3C(=O)N([C@@H](C)CO)C[C@@H]2C)cc1,-1.2
COc1ccc(C#Cc2cnc3c(c2)C(=O)N([C@@H](C)CO)C[C@@H](C)[C@H](CN(C)C(=O)CC2CC2)O3)cc1,2.9
CC(=O)N(C)C[C@@H]1Oc2cc(C#Cc3ccc(F)cc3)ccc2S(=O)(=O)N([C@H](C)CO)C[C@H]1C,-1.6
C[C@@H]1CN([C@H](C)CO)C(=O)Cc2cc(NS(=O)(=O)c3ccccc3)ccc2O[C@H]1CN(C)Cc1ccc(Oc2ccccc2)cc1,-9.9
C[C@H](CO)N1C[C@H](C)[C@H](CN(C)CC2CC2)Oc2ccc(NC(=O)CCN3CCOCC3)cc2C1=O,-5.5
C[C@H]1CN([C@@H](C)CO)C(=O)c2cccc(NC(=O)C3CCOCC3)c2O[C@H]1CN(C)Cc1ccc(Oc2ccccc2)cc1,1.4
O=C(C[C@@H]1C[C@@H]2c3cc(NS(=O)(=O)c4ccc(F)cc4)ccc3O[C@@H]2[C@@H](CO)O1)NCc1ccncc1,1.1
C[C@H]1CCCCO[C@H](CN(C)C(=O)CCC(F)(F)F)[C@@H](C)CN([C@@H](C)CO)C(=O)c2cc(NS(C)(=O)=O)ccc2O1,-4.6

# Given as labelled records: part of the list above
SMILES: CN(C)C(=O)C[C@H]1C[C@@H]2c3cc(NC(=O)Nc4ccccc4)ccc3O[C@@H]2[C@@H](CO)O1
  NSD2 block: -2.2
SMILES: C[C@H]1CN([C@@H](C)CO)C(=O)c2cc(NC(=O)c3ccncc3)ccc2O[C@@H]1CN(C)Cc1ccc(C(=O)Nc2ccccc2N)cc1
  NSD2 block: -0.5
SMILES: C[C@@H]1CN([C@H](C)CO)C(=O)c2cccc(NC(=O)c3ccc(-c4nccs4)cc3)c2O[C@H]1CN(C)S(=O)(=O)c1ccccc1
  NSD2 block: 8.2
SMILES: CCCN(C)C[C@@H]1Oc2cc(-c3ccc(OC)cc3)ccc2S(=O)(=O)N([C@H](C)CO)C[C@@H]1C
  NSD2 block: -5.2

# More records follow:
SMILES,NSD2 block
COc1ccc(NC(=O)Nc2ccc3c(c2)C(=O)N([C@H](C)CO)C[C@H](C)[C@H](CN(C)C(=O)Cc2ccccc2)OCCCC[C@@H](C)O3)cc1,-2.6
Cc1noc(C)c1S(=O)(=O)Nc1ccc2c(c1)C(=O)N([C@@H](C)CO)C[C@H](C)[C@@H](CN(C)S(=O)(=O)c1cn(C)cn1)OCCCC[C@H](C)O2,1.4
CC(C)(C)[C@H]1C=C(C(=O)O)O[C@@H](OCCCCO)C1,-5.1
COc1ccc(NC(=O)Nc2cccc3c2O[C@@H](CN(C)S(=O)(=O)c2ccc(OC)cc2)[C@H](C)CN([C@@H](C)CO)C3=O)cc1,5.9
C[C@H]1CN([C@@H](C)CO)C(=O)Cc2cc(NC(=O)Nc3ccc4c(c3)OCO4)ccc2O[C@@H]1CN(C)C(=O)NC1CCCCC1,-8.3
COc1ccc(S(=O)(=O)N(C)C[C@H]2Oc3ccc(NS(=O)(=O)c4cn(C)cn4)cc3C(=O)N([C@@H](C)CO)C[C@@H]2C)cc1,6.1
C[C@@H]1CCCCO[C@@H](CN(C)C(=O)Nc2cccc3ccccc23)[C@@H](C)CN([C@H](C)CO)C(=O)c2cc(NC(=O)C3CCCCC3)ccc2O1,0.0
C[C@H](CO)N1C[C@H](C)[C@@H](CN(C)C(=O)c2ccccn2)Oc2ncc(Br)cc2C1=O,15.6
O=C(C[C@H]1C=C[C@@H](NC(=O)Cc2cccnc2)[C@H](CO)O1)Nc1ccccc1,2.3
C[C@H](CO)N1C[C@H](C)[C@@H](CN(C)C(=O)Nc2ccc3c(c2)OCO3)Oc2ccc(NC(=O)CCCCCC(=O)Nc3ccccc3N)cc2C1=O,6.4
C[C@@H](NC(=O)C[C@H]1C[C@@H]2c3cc(NC(=O)Nc4ccccc4F)ccc3O[C@@H]2[C@@H](CO)O1)c1ccccc1,-6.6
C[C@@H]1CN([C@@H](C)CO)C(=O)c2cc(NC(=O)Nc3cccc4ccccc34)ccc2O[C@@H]1CN(C)Cc1ccc(Oc2ccccc2)cc1,4.5
NC(=O)C1=C[C@H](c2ccc(C(F)(F)F)cc2)C[C@H](OCc2ccc(CO)cc2)O1,-0.6
C[C@H]1CN([C@@H](C)CO)C(=O)CCCn2cc(nn2)CO[C@H]1CN(C)S(=O)(=O)c1ccc2c(c1)OCCCO2,19.6
C[C@H](CO)N1C[C@H](C)[C@H](CN(C)Cc2ccccc2C(=O)O)Oc2cc(-c3ccc(C(=O)N(C)C)cc3)ccc2S1(=O)=O,1.2
C[C@H]1CN([C@@H](C)CO)C(=O)CCCn2cc(nn2)CO[C@H]1CN(C)S(=O)(=O)c1cccc(C#N)c1,21.8
C[C@H]1CN([C@@H](C)CO)C(=O)Cc2cc(NS(=O)(=O)c3ccccc3)ccc2O[C@H]1CN(C)CC1CCCCC1,-2.0
O=[N+]([O-])c1cccc(/C=C/CO)c1,-2.6
COc1ccc(NC(=O)N(C)C[C@@H]2OCCCC[C@@H](C)Oc3ccc(NS(=O)(=O)c4ccc(OC)cc4)cc3C(=O)N([C@@H](C)CO)C[C@@H]2C)cc1,-4.2
CCCNC(=O)N[C@H]1C=C[C@H](CC(=O)NCCc2ccccc2)O[C@@H]1CO,4.2
C[C@@H]1CN([C@H](C)CO)C(=O)c2cc(NC(=O)Cn3cnnn3)ccc2O[C@H]1CN(C)C(=O)Nc1ccc2c(c1)OCO2,2.2
COc1ccc(NC(=O)N(C)C[C@@H]2Oc3c(NC(=O)c4ccc(-c5nccs5)cc4)cccc3C(=O)N([C@@H](C)CO)C[C@@H]2C)cc1,-4.1
CC(C)CC#Cc1ccc2c(c1)O[C@@H](CN(C)C(=O)c1ccncc1)[C@@H](C)CN([C@@H](C)CO)S2(=O)=O,-8.7
O=C(NCc1ccccc1)C1=C[C@H](c2ccc(C(F)(F)F)cc2)C[C@H](OCCCCO)O1,-4.6
COc1ccc(S(=O)(=O)Nc2ccc3c(c2)CC(=O)N([C@H](C)CO)C[C@@H](C)[C@H](CN(C)C(=O)NC2CCCCC2)O3)cc1,0.0
C[C@@H]1CN([C@@H](C)CO)C(=O)c2cccc(NC(=O)C3CC3)c2O[C@H]1CN(C)C(=O)Nc1cccc2ccccc12,-3.5
C[C@H](CO)N1C[C@H](C)[C@H](CN(C)C(=O)Nc2ccc(C(F)(F)F)cc2)OCCCC[C@H](C)Oc2ccc(NS(=O)(=O)c3cccs3)cc2C1=O,-2.3
Cc1noc(C)c1NC(=O)N(C)C[C@@H]1Oc2c(NS(=O)(=O)c3ccc(Cl)cc3)cccc2C(=O)N([C@H](C)CO)C[C@@H]1C,-424.7
C[C@H](CO)N1C[C@H](C)[C@@H](CN(C)C(=O)NC2CCCCC2)Oc2ccc(NC(=O)CCCN(C)C)cc2C1=O,-0.3
C/C=C/c1ccc2c(c1)O[C@H](CN(C)Cc1cccnc1)[C@H](C)CN([C@@H](C)CO)S2(=O)=O,23.8
C[C@H](CO)N1C[C@H](C)[C@@H](CN(C)C(=O)Nc2ccc3c(c2)OCO3)Oc2ccc(NS(=O)(=O)c3ccc(F)cc3)cc2CC1=O,-5.5
O=C(C[C@H]1C[C@H]2c3cc(NC(=O)c4ccc5c(c4)OCO5)ccc3O[C@H]2[C@H](CO)O1)NCc1cccc(F)c1,-0.5
CCC(=O)N(C)C[C@@H]1Oc2cc(-c3cncnc3)ccc2S(=O)(=O)N([C@H](C)CO)C[C@@H]1C,3.1
Cc1noc(C)c1NC(=O)N(C)C[C@H]1Oc2cc(C#CCN(C)C)ccc2S(=O)(=O)N([C@@H](C)CO)C[C@H]1C,0.5
COc1ccc(S(=O)(=O)Nc2ccc3c(c2)CC(=O)N([C@@H](C)CO)C[C@H](C)[C@@H](CN(C)C(=O)Nc2cccc4ccccc24)O3)cc1,-0.4
C[C@@H]1CCCCO[C@H](CN(C)S(C)(=O)=O)[C@H](C)CN([C@@H](C)CO)C(=O)c2cc(N(C)C)ccc2O1,5.6
COc1ccc(S(=O)(=O)N(C)C[C@H]2Oc3c(NS(=O)(=O)c4cccs4)cccc3C(=O)N([C@H](C)CO)C[C@@H]2C)cc1,1.8
O=C(C[C@H]1C[C@@H]2c3cc(NC(=O)CC4CC4)ccc3O[C@@H]2[C@@H](CO)O1)NCc1ccccn1,-9.2
COc1cccc(CNC(=O)C[C@H]2CC[C@@H](NC(=O)C3CCC3)[C@H](CO)O2)c1,3.0
CCCN(C)C[C@H]1Oc2ncc(C#CCN(C)C)cc2C(=O)N([C@H](C)CO)C[C@H]1C,4.9
Cc1noc(C)c1S(=O)(=O)Nc1ccc2c(c1)C(=O)N([C@@H](C)CO)C[C@H](C)[C@H](CN(C)C(=O)Nc1cccc3ccccc13)OCCCC[C@H](C)O2,-4.7
COc1ccc(CN2C(=O)[C@@H]3[C@H]4C(=O)O[C@H](c5ccccc5)[C@@H](C)N(C)C(=O)CC/C=C/[C@H]4O[C@@]34C=CCN(Cc3ccccc3)C(=O)[C@@H]24)cc1,-3.6&-0.2
CC(C)NC(=O)N(C)C[C@@H]1Oc2cc(-c3cccnc3)ccc2S(=O)(=O)N([C@@H](C)CO)C[C@H]1C,9.7
O=C(N[C@@H]1CC[C@@H](CC(=O)N2CCOCC2)O[C@H]1CO)c1ccccn1,-1.6
NCCCCCNC(=O)[C@@H]1C[C@@H]2C(=O)NCC(=O)N2[C@@H]1c1cccc(OCCO)c1,7.5
COc1c(O)cc2c(c1O)C(=O)OC(C)C(O)c1c(O)c(O)c(OC)c(O)c1C(=O)OC(C)C2O (centres undefined),1.2
O=C(NCC(F)(F)F)[C@@H]1c2ccccc2C(=O)N(CC23CC4CC(CC(C4)C2)C3)[C@H]1c1ccc(CO)cc1,-8.1
C[C@@H]1CCCCO[C@@H](CN(C)CC2CCCCC2)[C@H](C)CN([C@@H](C)CO)C(=O)c2cc(NC(=O)NC3CCCCC3)ccc2O1,3.9
C[C@H](CO)N1C[C@H](C)[C@@H](CN(C)S(=O)(=O)c2ccc(Cl)cc2)Oc2ccc(NC(=O)Nc3ccccc3)cc2C1=O,2.6
C[C@H](CO)N1C[C@H](C)[C@@H](CN(C)C(=O)c2ccc3ccn(C)c3c2)OCc2cn(nn2)CCCC1=O,-20.9

# Additional structures:
SMILES,NSD2 block
Cc1ccc(S(=O)(=O)Nc2ccc3c(c2)C(=O)N([C@@H](C)CO)C[C@@H](C)[C@@H](CN(C)S(=O)(=O)c2cccs2)OCCCC[C@@H](C)O3)cc1,-4.1
COc1ccc(NS(=O)(=O)c2ccc(I)cc2)cc1N1CCN(C)CC1,3.6
CC(C)C#Cc1ccc2c(c1)O[C@H](CN(C)Cc1ccccc1)[C@@H](C)CN([C@@H](C)CO)S2(=O)=O,-3.3
C[C@@H]1CN([C@H](C)CO)C(=O)c2cc(C#CCN(C)C)cnc2O[C@H]1CN(C)C(=O)c1cnccn1,u

# Screening data: PubChem, Broad Institute

# A portion of the library. The share of hits here may be higher or lower than overall.
